Compound activity: PubChem, several laboratories
bovine MsrA act: bovine MsrA enzyme activators, primary screen, biochemical, absorbance, HTS | AID 602163, 2012 | activation, % at 10.6 µM | Methionine sulfoxide reductase A (Bos taurus) | purified bovine MsrA, absorbance read-out | actives 0.3% (n = 360,000); in the data active = activation above about 7.5%;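 note: 0% = vehicle and 100% = reference activator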
E coli Lon inh: inhibitors of E. coli Lon protease, primary screen, biochemical, fluorescence polarization. P0A9M0. purified E. coli Lon protease. inhibition, % at 7.94 µM. actives 0.42% (n = 360,000); in the data active = inhibition above about 13%, passing the limit was not always enough;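 note: 0% = enzyme with probe and DMSO and 100% = no enzyme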
Neddyl block: inhibitors of cullin neddylation, primary screen, biochemical, TR-FRET, uHTS, NAE and Ubc12; NEDD8-conjugating enzyme Ubc12 (Homo sapiens) + NEDD8-activating enzyme E1 regulatory …; calls only at 25 µM; actives 0.58% (n = 360,000); in the data active = inhibition above about 36%
Target sequence (P61081 whole entry, looked up): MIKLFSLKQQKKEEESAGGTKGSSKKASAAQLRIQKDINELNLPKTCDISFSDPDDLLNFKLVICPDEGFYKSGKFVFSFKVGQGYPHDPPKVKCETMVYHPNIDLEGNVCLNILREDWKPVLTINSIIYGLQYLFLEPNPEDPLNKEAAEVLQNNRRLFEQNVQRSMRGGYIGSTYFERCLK
Target sequence (Q13564 whole entry, looked up): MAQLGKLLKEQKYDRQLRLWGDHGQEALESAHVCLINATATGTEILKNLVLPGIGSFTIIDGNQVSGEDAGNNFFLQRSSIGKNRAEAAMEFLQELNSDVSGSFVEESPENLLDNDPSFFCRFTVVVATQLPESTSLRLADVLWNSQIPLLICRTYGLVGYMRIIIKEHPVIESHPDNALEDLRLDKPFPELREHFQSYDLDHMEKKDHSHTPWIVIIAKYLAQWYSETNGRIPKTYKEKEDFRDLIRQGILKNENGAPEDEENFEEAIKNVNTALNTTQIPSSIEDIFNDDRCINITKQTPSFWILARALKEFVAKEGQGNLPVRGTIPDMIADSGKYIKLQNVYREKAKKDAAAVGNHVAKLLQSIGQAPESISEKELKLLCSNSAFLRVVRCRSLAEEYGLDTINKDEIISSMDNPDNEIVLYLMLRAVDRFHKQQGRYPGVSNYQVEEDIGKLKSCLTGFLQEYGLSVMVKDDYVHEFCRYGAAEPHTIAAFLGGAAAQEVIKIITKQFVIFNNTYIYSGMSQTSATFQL
FAS-TE inh: FAS thioesterase domain inhibitors, primary screen, biochemical, fluorescence intensity, uHTS. Fatty acid synthase (Homo sapiens), P49327. recombinant FAS-TE, OMFH fluorogenic substrate, fluorescence endpoint. inhibition, % at 15 µM. actives 0.67% (n = 360,000);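 active = compounds whose normalised, plate-corrected inhibition of enzyme fluorescence in the single-dose primary screen is 50% or more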;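 note: 0% = DMSO with enzyme and 100% = substrate without enzyme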
PABP1 MLLE inh: inhibitors of PABP1 MLLE–PAM2 peptide binding, primary screen, biochemical, fluorescence polarization, FITC-PAM2, GST-MLLE; Polyadenylate-binding protein 1 (Homo sapiens), P11940; inhibition, % at 20 µM; actives 0.36% (n = 360,000); in the data active = inhibition above about 35%, passing the limit was not always enough;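 note: plate controls were DMSO wells with GST-MLLE for no effect and wells lacking GST-MLLE protein for full effect; some results filed as inactive read as strong as hits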
SKN-1 block: suppressors of acrylamide-induced Pgst-4::GFP reporter in worms, primary screen, SKN-1 inhibitor project, whole organism, uHTS, GFP/RFP fluorescence ratio, strain VP596; AID 624304, 2012; actives 0.49% (n = 360,000); inhibition, % at 21.8 µM; C. elegans VP596 Pgst-4::GFP/RFP ratio, 24 h;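 active = interference check ratio from 0.5 to 1.5 plus GFP to RFP signal ratio inhibition reaching or exceeding a fixed threshold, cut at about 30% in these data, passing the limit was not always enough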; note: some compounds called inactive have numbers as strong as hits
NRP1-CendR mod: modulators of CendR peptide binding to NRP-1, primary screen, biochemical, fluorescence polarization, uHTS. actives 0.85% (n = 360,000). inhibition, % at 25 µM. AID 602438, 2012. Neuropilin-1 (Homo sapiens), O14786. FAM-RPARPAR peptide binding to NRP-1;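 active = inhibition or corrected inhibition above about 18%, plus a signal ratio from 0.5 to 1.5, limit read from the data, passing the limit was not always enough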; note: strong numbers were not always called active
MT1-MMP act inh: blockers of MT1-MMP proenzyme processing, primary screen, HT1080 RFP-PRO-GFP cells, GFP/RFP fluorescence; GFP/RFP ratio fluorescence, overnight; percent of plate control window, DMSO zero; GFP/RFP ratio change, % at 20 µM; actives 0.061% (n = 360,000);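 active = GFP/RFP ratio change of at least 30% with cell ATP level not reduced by more than half and red fluorescence within 50% of control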; note: strong numbers were not always called active
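system = RFP-PRO-GFP reporter HT1080 cells | dosing = 20 µM single dose, 1% DMSO | timing = overnight cell settling, then overnight compound exposure, 37 °C, 5% CO2 | read-out basis = GFP/RFP fluorescence ratio | controls = DMSO and RFP-L50D-GFP cell wells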
Rin1 Abl inh: inhibitors of Rin1-Abl protein binding, primary screen, biochemical, TR-FRET | Tyrosine-protein kinase ABL1 (Homo sapiens) + Ras and Rab interactor 1 (Homo sapiens), … | inhibition, % at 7.35 µM | actives 0.4% (n = 360,000); in the data active = inhibition above about 5%, passing the limit was not always enough
The depositor's hits bear a star; i = inactive; / = no result given; + = active, no number.

Every second line gives: bovine MsrA act | E coli Lon inh | Neddyl block | FAS-TE inh | PABP1 MLLE inh | SKN-1 block | NRP1-CendR mod | MT1-MMP act inh | Rin1 Abl inh
CCCN(C(=O)c1ccc2c(SCC(=O)O)c3c(nc2c1)CCC3)c1cccc(C)c1
    -7 | -4 | i | -2 | -6 | 20 | 0 | -3 | -1
CCc1cccc(NC(=O)c2cccc3c2C(=O)N(CC2CCCO2)C3)c1 (configuration not stated)
    -1 | 4 | i | 22 | 2 | 2 | -3 | 9 | 4
O=C(Nc1nnc(C2CC2)o1)c1ccc(S(=O)(=O)N2CCc3ccccc3C2)cc1
    0 | 0 | i | -10 | 9 | 4 | 2 | -2 | 5
COc1ccc(CCNC(=O)C2CC(=O)N(c3ccc(F)cc3)C2)cc1OC (configuration not stated)
    -2 | -2 | i | -9 | -17 | 9 | -3 | -2 | -1
CC1(C(=O)NCCc2c[nH]c3ccccc23)CCN1Cc1csc2ccccc12 (configuration not stated)
    -1 | -3 | i | 2 | -4 | 5 | -12 | -4 | 0
CCOC(=O)NC(=O)c1cn(-c2ccc(OC)cc2)c(=O)[nH]c1=O
    -12 | -5 | i | -1 | 5 | -12 | 10 | 1 | -2
Cc1ccc(NC(=O)C2(C)CCN2C2Cc3ccccc3C2)cc1 (configuration not stated)
    -2 | 0 | i | 19 | 21 | 2 | 15 | -1 | -3
CCCS(=O)(=O)N1CCCC(C(=O)c2cccc(Cl)c2)C1 (configuration not stated)
    -8 | 4 | i | -2 | 14 | -6 | 8 | 2 | 0
O=S(=O)(CCc1ccncc1)c1ccc(Cl)cc1
    -3 | 1 | i | -6 | -8 | 10 | -2 | 2 | 0
Cc1ccc(C(C)C)c(OCC(O)CN2CCN(CCO)CC2)c1 (configuration not stated)
    1 | 2 | i | -3 | -8 | -1 | 17 | 2 | -3
CC(=O)Nc1ccc(S(=O)(=O)N[C@@H](C)C(=O)Nc2ccc(N3CCOCC3)cc2)cc1
    -11 | 6 | i | -5 | -18 | -43 | 3 | / | -3
O=C(COC(=O)c1cc[n+]([O-])cc1)Nc1cccc(Cl)c1Cl
    -3 | 16* | i | -3 | -3 | -3 | -12 | 1 | 2
O=C(CCC1CCCCC1)Nc1ccc(S(=O)(=O)Nc2nccs2)cc1
    1 | 1 | i | 2 | 13 | 10 | -16 | 0 | -1
Cc1ccc(C(=O)CCC(=O)OCC(=O)N2c3ccccc3NC(=O)C2(C)C)cc1
    -4 | -6 | i | 2 | 7 | 10 | -1 | -1 | 0
[N-]=[N+]=CC(=O)C(c1ccccc1)(c1ccccc1)c1ccccc1
    -3 | -2 | i | -7 | 6 | 4 | -4 | 2 | -2

(further entries)
Every second line gives: bovine MsrA act | E coli Lon inh | Neddyl block | FAS-TE inh | PABP1 MLLE inh | SKN-1 block | NRP1-CendR mod | MT1-MMP act inh | Rin1 Abl inh
C[C@H](NC(=O)NCc1ccc(F)cc1)C(=O)O
    -10 | -3 | i | -12 | 12 | -12 | 9 | -5 | 2
CCOc1ccc(NC(=S)NC(=O)/C=C/c2ccc(Br)cc2)c([N+](=O)[O-])c1
    -1 | 4 | i | -1 | 11 | 2 | -2 | / | -1
CC(=O)NC1C(=O)N=C(SCc2ccccc2)NC1=O (configuration not stated)
    -3 | -8 | i | -5 | 11 | 21 | 3 | 2 | -1
O=C(Nc1ccccc1F)c1ccc(Br)o1
    -1 | -2 | i | -5 | -3 | 11 | 11 | 4 | 1
COc1cc(OC)c(OC)cc1/C=N/NC(=O)c1ccc2nc[nH]c2c1
    -3 | 6 | i | -7 | 2 | -5 | 10 | -1 | -5
Cc1ccccc1OCC(=O)NCCNC(=O)c1ccncc1
    0 | 7 | i | -1 | 9 | 10 | 14 | 6 | 1
Cn1c(CO)cnc1SCC(=O)c1ccc(F)cc1
    -5 | -9 | i | -4 | -12 | 3 | 8 | -3 | 1
CN(CC(=O)Nc1ccccc1F)CC(=O)Nc1ccccc1Br
    -3 | 0 | i | -2 | 1 | -10 | 2 | 7 | 2
CC(C)Nc1nc2cccnc2s1
    -3 | 4 | i | -6 | 1 | 4 | 14 | -4 | 1
Cc1cc(C)n(CC(C)NCc2cn[nH]c2-c2cccc3ccccc23)n1 (configuration not stated)
    -1 | 10 | i | -8 | 1 | -3 | -12 | 1 | -1
COc1ccc(-c2nc(CS(=O)(=O)CC(=O)NCc3ccc4c(c3)OCO4)c(C)o2)cc1
    -14 | -7 | i | 5 | -1 | -9 | -3 | 1 | 4
CCCOCCOC(=O)C1=C(C)NC(=O)NC1c1cc(Cl)c(O)c(OC)c1 (configuration not stated)
    -7 | 8 | i | -10 | 9 | -6 | -9 | 1 | 5
Clc1ccccc1NN(Cc1ccccn1)c1ccccc1Cl
    -2 | -3 | i | 25 | -7 | -11 | 4 | -2 | 0
CCOC(=O)C1(CCCc2ccccc2)CCN(Cc2cnc(C)s2)CC1
    -2 | -4 | i | 2 | -3 | -4 | -1 | -1 | 0
COCCn1c(SC(C)C(=O)Nc2ccc(Cl)cn2)nnc1-c1ccncc1 (configuration not stated)
    -4 | 2 | i | -6 | 8 | 6 | 6 | -1 | 2

The list goes on.
Every second line gives: bovine MsrA act | E coli Lon inh | Neddyl block | FAS-TE inh | PABP1 MLLE inh | SKN-1 block | NRP1-CendR mod | MT1-MMP act inh | Rin1 Abl inh
O=C(Nc1ccc(Cl)c(C(F)(F)F)c1)c1ccco1
    0 | 9 | i | 20 | -7 | 44* | -4 | -5 | -8
COc1ccc(CNC(=O)c2ccc(Cl)c(S(=O)(=O)N3CCCCCC3)c2)cc1
    -3 | -5 | i | 14 | 2 | -6 | 1 | -2 | -3
CCOC(=O)C(C)/C(C)=N\Nc1ccc([N+](=O)[O-])cc1[N+](=O)[O-] (configuration not stated)
    -4 | 1 | i | 21 | 2 | -9 | -1 | 10 | -5
Cc1ccc(S(=O)(=O)N2[C@@H](c3cccc(C)c3)C(C(=O)O)=C[C@H]2C(C)(C)C)cc1
    -5 | -3 | i | -6 | 14 | -14 | 0 | 0 | -2
CN(CCO)c1ccc2c(c1)OC[C@H](Cc1ccccc1)NS2(=O)=O
    -5 | -9 | i | -8 | / | 8 | 4 | 6 | /
C#CC(C)(C)NC(=O)c1sccc1Oc1ccc(F)cc1[N+](=O)[O-]
    -2 | -2 | i | -2 | 7 | 6 | 8 | -2 | 1
CCOC(=O)CCCCC1C(CCCC(=O)OCC)C=NN1C (configuration not stated)
    -1 | -21 | i | -3 | -9 | 7 | -12 | -2 | 3
Cc1c(Cl)cccc1NC(=S)N1CCc2ccccc2C1
    -11 | -3 | i | 9 | -112 | -4 | 5 | 2 | 3
CC(C)(C)CC(=O)Nc1nnc(C(F)(F)F)s1
    -11 | -3 | i | -6 | -2 | -5 | 5 | -3 | 2
C[C@H](NC(=O)[C@H]1N2C(=O)c3ccccc3C2SC1(C)C)C(=O)N1CCC[C@H]1CO (some centres not stated)
    -2 | -2 | i | 1 | 17 | -9 | -3 | -1 | -2
COc1cc(C(=O)NCCC(=O)NCc2cccs2)cc(OC)c1OC
    -1 | 0 | i | -5 | -19 | -4 | -4 | 1 | -1
O=C(NCCN1CCCCC1)c1cc(OCC(F)(F)F)ccc1OCC(F)(F)F
    -2 | -5 | i | -2 | 7 | -4 | 5 | -2 | -5
Cc1ccc(S(=O)(=O)N2CCCC2)cc1[N+](=O)[O-]
    6 | -8 | i | -13 | 13 | -11 | 11 | -2 | -3
C=CCNC(=S)Nc1sc2c(c1C(=O)OCC)CC(C)(CC)OC2 (configuration not stated)
    3 | 0 | i | 10 | -11 | 8 | -4 | 1 | 0
Cc1ccsc1C(=O)N1CCCC(N(C)Cc2ccccc2)C1 (configuration not stated)
    -3 | -6 | i | -6 | 14 | -10 | -6 | -1 | -1

Record cards, from the list above.
Cc1ccc(S(=O)(=O)N2[C@@H](c3cccc(C)c3)C(C(=O)O)=C[C@H]2C(C)(C)C)cc1 in the list: bovine MsrA act: -5; E coli Lon inh: -3; Neddyl block: i; FAS-TE inh: -6; PABP1 MLLE inh: 14; SKN-1 block: -14; NRP1-CendR mod: 0; MT1-MMP act inh: 0; Rin1 Abl inh: -2
COc1cc(C(=O)NCCC(=O)NCc2cccs2)cc(OC)c1OC in the list: bovine MsrA act: -1; E coli Lon inh: 0; Neddyl block: i; FAS-TE inh: -5; PABP1 MLLE inh: -19; SKN-1 block: -4; NRP1-CendR mod: -4; MT1-MMP act inh: 1; Rin1 Abl inh: -1

Next entries follow.
Every second line gives: bovine MsrA act | E coli Lon inh | Neddyl block | FAS-TE inh | PABP1 MLLE inh | SKN-1 block | NRP1-CendR mod | MT1-MMP act inh | Rin1 Abl inh
CS(=O)(=O)N(Cc1ccco1)Cc1ccccc1Cl
    -3 | 6 | i | -2 | -4 | -16 | -6 | -1 | 0
COCc1nnc(NC(=O)CCS(=O)(=O)c2ccccc2)s1
    -2 | -10 | i | -3 | 14 | 18 | 3 | 1 | 0
O=C1CCCc2sc3c(c2N1)CCCCC3
    1 | 1 | i | -8 | 20 | -30 | -5 | 4 | -5
COCc1ccc(C(=O)N2CCCC(N3CCN(c4ccccc4C)CC3)C2)s1 (configuration not stated)
    2 | 0 | i | 1 | 19 | 14 | 14 | 2 | 0
CCOC(=O)C1=C(COC(=O)CNC(=O)c2ccc(Cl)cc2Cl)NC(=O)NC1C (configuration not stated)
    -3 | 3 | i | -6 | 4 | 6 | -9 | 1 | -4
Cc1ccc(-n2nnnc2-c2cccs2)cc1[N+](=O)[O-]
    1 | 3 | + | 0 | 9 | 11 | 14 | 3 | 2
CN(C(=O)c1ccc(OC2CCN(CCc3ccccc3)CC2)cc1)C1CCOC1 (configuration not stated)
    0 | -1 | i | -3 | 7 | 6 | 4 | -5 | 0
O=C(NNC(=O)C1CCCO1)c1ccccc1Cl (configuration not stated)
    -5 | 1 | i | -7 | -14 | 2 | -4 | 2 | 2
COc1cccc(CNCc2cccc(OC)c2O)c1O
    -7 | -8 | i | -6 | -12 | 12 | -6 | 3 | 3
COc1ccccc1C(=O)N1CCCC(c2nc(-c3cc(OC)c(OC)c(OC)c3)no2)C1 (configuration not stated)
    -3 | 3 | i | -8 | 1 | 15 | 4 | -4 | -2
Cc1cc2nc(SCC(=O)Nc3nonc3C)c3c(c2cc1C)CCCC3
    -4 | -6 | i | -7 | 11 | 11 | 7 | -3 | 2
O=C(CN1CCC(C(=O)c2ccc3c(c2)OCCO3)CC1)NC1CCCC1
    -7 | -14 | i | -4 | -4 | -10 | -16 | -3 | -2
CC(=O)c1cccc(-n2nnnc2SCC(=O)N2CCCC2)c1
    0 | -10 | i | -9 | 23 | -7 | 5 | 12 | 3
COC1CCN(Cc2c(C(=O)N3CCN(C4CCCCC4)CC3)nc3ccccn23)CC1
    -2 | 8 | i | -5 | 20 | 10 | 3 | -1 | -1
COc1ccc(CC(=O)Nc2ccccc2C(F)(F)F)cc1S(=O)(=O)N1CCOCC1
    -7 | 2 | i | -8 | -13 | 5 | -7 | 6 | 4
O=c1[nH]c2ccc(NCc3ccc(OCc4ccccc4Cl)cc3)cc2[nH]1
    -2 | -1 | i | 0 | -1 | -3 | 9 | 9 | 2
COc1cc(OC)cc(C(=O)N2CCC(C(=O)N3CCOCC3)CC2)c1
    -2 | -5 | i | -5 | 5 | 17 | 11 | 1 | 0
